Sm TGR inh = qHTS Assay for the Inhibitors of Schistosoma Mansoni Peroxiredoxins; purified TGR, DTNB reduction, TNB absorbance 405 nm; Potency, µM (titrated, usually from 114 µM), for inactives: top-dose activity change, negative = inhibition, most hits filed as inhibitors; 360,000 tested, 3% active; Schistosoma mansoni thioredoxin glutathione reductase (TGR), Q962Y6; further: potency means the concentration at half of the fitted maximal effect; nearly all actives have a fitted effect of over 60% in size
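TGR 20 nM + NADPH 100 uM (dispensed conc.), cpd preinc 15 min RT; start with NADPH (500 uM addition) then DTNB (15 mM addition). Kinetic TNB absorbance, 405 nm filter. Four-parameter Hill fit across titration.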
AmpC detergent = qHTS Inhibitors of AmpC Beta-Lactamase (assay with detergent) | P00811 | AmpC hydrolysis of nitrocefin, absorbance 480 nm, 0.01% Triton | Potency, µM (titrated, usually from 114 µM), for the others: at the highest dose activity change, negative = inhibition, hits mostly inhibitors | 370,000 tested, 0.041% active;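 further: potency means the concentration at half of the fitted maximal effect; 0% = no-compound wells and -100% = no-enzyme wells; nearly all actives have a fitted effect of over 25% in size; some results filed as inactive show a strong effect at the top dose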
Target sequence (P00811 whole entry, looked up): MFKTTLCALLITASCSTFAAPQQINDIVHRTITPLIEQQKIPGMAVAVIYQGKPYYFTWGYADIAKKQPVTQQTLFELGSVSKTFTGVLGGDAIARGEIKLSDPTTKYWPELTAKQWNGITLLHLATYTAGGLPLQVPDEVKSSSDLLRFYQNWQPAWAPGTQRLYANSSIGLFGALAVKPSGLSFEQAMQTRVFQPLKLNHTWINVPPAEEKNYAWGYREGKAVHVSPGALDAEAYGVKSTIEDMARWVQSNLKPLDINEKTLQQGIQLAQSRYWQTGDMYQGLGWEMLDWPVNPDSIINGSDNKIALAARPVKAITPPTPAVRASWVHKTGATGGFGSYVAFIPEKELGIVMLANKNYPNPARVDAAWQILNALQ
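AmpC (5.3 nM in the dispensed reagent) in 20 mM phosphate pH 7.0 with 0.01% (detergent screen) or 0.0001% Triton X-100 was preincubated with compounds for 15 min at room temperature. Nitrocefin was then added from an 800 uM solution, and hydrolysis was followed at 480 nm.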
HCMV inh = qHTS Assay for inhibitors of the human cytomegalovirus (HCMV). HFF cells, HCMV-luciferase reporter, 72 h; hits give low values. activity change, negative = inhibition, % at 57.5 µM. 410,000 tested, 4.5% active; in the data active means activity change below about -60%; inconclusive means no clear call, values can overlap the other calls; inactive means above about -39%
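Luciferase read-out from HCMV-luciferase-infected HFFs (MOI 1 PFU/cell) 72 h post infection at 37C; compounds added after 16 h cell attachment; activity normalized between buffer-only basal and Salinomycin (10uM) inhibitor controls.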
HCV inhibitor = qHTS Assay for Inhibitors of Hepatitis C Virus (HCV). Huh7.5.1 HCVcc-Cre infection, luciferase reporter, 44 h. Potency, µM (series often up to 41.8 µM), for inactives: at the top dose activity change, negative = inhibition, actives largely listed as inhibitors. 340,000 tested, 3.4% active; further: potency means the concentration at half of the fitted maximal effect
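Infectious HCVcc-Cre (~0.5 moi) was added to cells just after compound, with cells seeded 4 h earlier at 1,000 per well. Luciferase activity after 44 h culture reported infection; substrate was incubated 15 min at room temperature before reading.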
AmpC no deterg = qHTS Inhibitors of AmpC Beta-Lactamase (assay without detergent); P00811; AmpC nitrocefin hydrolysis, absorbance 480 nm, 0.0001% Triton; Potency, µM (highest dose often 57.1 µM), for inactives: at the top dose activity change, negative = inhibition, most hits filed as inhibitors; 330,000 tested, 0.52% active;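 further: potency means the concentration at half of the fitted maximal effect; plate controls were no compound for no effect and no enzyme for full effect; nearly all actives have a fitted effect of over 20% in size; some results filed as inactive show a strong effect at the top dose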
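AmpC (5.3 nM in the dispensed reagent) in 20 mM phosphate pH 7.0 with 0.01% (detergent screen) or 0.0001% Triton X-100 was preincubated with compounds for 15 min at room temperature. Nitrocefin was then added from an 800 uM solution, and hydrolysis was followed at 480 nm.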
Giardia FBPA inh = qHTS Assay for Inhibitors of Fructose-1,6-bisphosphate Aldolase from Giardia Lamblia; A8B2U2; purified Giardia FBPA; Potency, µM (highest dose often 59.6 µM), inactives show at the highest dose activity, negative = inhibition, actives largely listed as inhibitors; 290,000 tested, 0.71% active; AID 2451, 2010; further: potency means the concentration at half of the fitted maximal effect; nearly all actives have a fitted effect of over 55% in size
Target sequence (A8B2U2 whole entry, looked up): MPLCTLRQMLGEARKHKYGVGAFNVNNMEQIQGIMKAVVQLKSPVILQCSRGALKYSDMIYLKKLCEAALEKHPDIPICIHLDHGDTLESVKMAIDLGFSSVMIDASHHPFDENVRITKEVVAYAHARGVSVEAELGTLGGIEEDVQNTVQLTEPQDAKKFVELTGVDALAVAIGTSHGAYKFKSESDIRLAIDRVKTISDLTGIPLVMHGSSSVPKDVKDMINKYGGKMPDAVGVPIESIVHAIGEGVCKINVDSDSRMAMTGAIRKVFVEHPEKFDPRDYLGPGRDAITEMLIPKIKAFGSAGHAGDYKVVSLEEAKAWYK
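40 nM FBPA preincubated 10 min at RT with compound (up to 57.5 uM final), then substrate plus GAPDH/TPI/NAD/arsenate coupling and diaphorase/resazurin added. Fluorescence read after 20 min at RT, 525/598 nm.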
Active calls of the source: *; ? = inconclusive; nt = no result given; & = joins results of further samples; [ ] = remark or other dose. Unless noted, the call rests on the fitted dose curve; in most records, active means well fitted curve in the direction sought with a large enough effect; inconclusive means small, poorly fitted or top-dose-only effect, or another doubt; inactive means no such curve, though single readings can be large; an effect the other way counts as inactive or inconclusive. Unless noted, on the % scale 0 is the no-effect control and ±100 the full control effect.

no.	mol	Sm TGR inh	Giardia FBPA inh	HCMV inh	AmpC detergent	AmpC no deterg	HCV inhibitor
1	Cc1cccc(-c2nnc(SCC#N)n2-c2ccccc2)c1	-34%	-3%	-9	-20%	-10%	-5%
2	C/C(N)=C(/C#N)C(=O)COC(=O)C1CSC2(c3ccc(F)cc3)CCC(=O)N12 (configuration not stated)	1%	3%	-5	-4%	24%	8%
3	CC(=NCCc1c[nH]c2ccccc12)c1c(O)n(Cc2ccccc2)c(=O)[nH]c1=O	17%	2%	?	0%	-41%	?
4	Cc1cc(C)c(C(=O)Nc2ccc(S(=O)(=O)Nc3ccccn3)cc2)c(C)c1	-9%	1%	-10	-8%	-42%	-26%
5	O=C(O)Cn1c(-c2ccccc2)nc2ccccc21	-15%	-14%	25	-9%	-16%	3%
6	CC(C)(C)NC(=O)Nc1nnc(SCC(=O)NC2CCCCC2)s1	5%	nt	22	4%	-8%	17%
7	COC(=O)[C@@H]1[C@@H](C)OC(=O)N[C@H]1c1ccccc1	-11%	-1%	?	-8%	-2%	0%[8.37 µM]
8	CCOC(=O)c1cc(-c2ccccc2)n(-c2cccc(C(=O)Nc3ccc(F)c(F)c3)c2)c1C	10%	nt	?	1%	nt	nt
9	CCOc1ccc(-c2nonc2NC(=O)c2oc3cc(Br)ccc3c2C)cc1	4%	nt	?	1%	nt	nt
10	CC(C)(C)n1nnnc1CN1C2CCC1CC(NC(=O)Nc1ccccc1)C2 (configuration not stated)	53%[activator]	4%	-29	?	-18%	13%
11	CON(C)c1nc(OCCNC(=O)COc2ccc(Cl)cc2C)nc(N(C)C)n1	7%	9%	4	-12%	120%[activator]	?
12	O=C(N/N=C/c1cccc(OC(=O)c2cccc(Br)c2)c1)c1ccncc1	?	-3%	-11	-11%	126%[activator]	19%
13	CC(=O)NC(CCS(C)(=O)=O)C(=O)Nc1cccc(Cl)c1Cl (configuration not stated)	-18%	5%	5	?	0%	1%
14	COc1ccc(NC(=O)C(Cc2ccccc2)n2cccc2)c(OC)c1 (configuration not stated)	-3%&3%	-13%	0&-11	-2%&16%	-11%	?
15	Fc1ccc(/C=N/NC(=S)Nc2ccc(Cl)cc2)cc1F	-23%	2%	-29	-8%	-45%	11%
16	c1ccc2c(c1)ccc1nnc(SCc3ccc4c(c3)OCCO4)n12	1%	-4%	36	-14%	15%	-17%
17	OCCC1CN(Cc2cccc(O)c2)CCN1CCc1ccccc1 (configuration not stated)	7%	4%	2	4%	-5%	-21%
18	CCOC(=O)NC(Nc1nnc(C)s1)(C(=O)OCC)C(F)(F)F (configuration not stated)	-1%	5%	-11	-4%	-5%	8%
19	Cc1ccc(NCc2ccc(Cl)nc2)c(NCc2ccc(Cl)nc2)c1	-22%	-6%	-6	8%	-4%	-4%
20	N#Cc1ccc2c(c1)C[C@]1(CCCCN3C(=O)c4ccccc4C3=O)OC3=C(C(=O)OC4(CCCCC4)C3)C2O1	-34%[22.9 µM]	2%[12.9 µM]	nt	?	-52%[11.4 µM]	nt
21	Cc1ccc(/C=N/NC(=O)c2nnn(-c3nonc3N)c2C(C)C)s1	-1%	nt	-9	0%	-35%	12%
22	CC1=C(C)SC(=C(C#N)c2nnc(N3CCOCC3)n2-c2ccccc2)S1	-10%	-6%	5	?	-3%	-10%
23	CCOc1ncccc1C(=O)OCC(=O)NC1CCCCC1	nt	nt	-22	nt	-2%	16%
24	CC1CCc2ccccc2N1CC(=O)Nc1cccc(S(=O)(=O)N2CCCC2)c1 (configuration not stated)	1%	nt	-31	-20%	-39%	32µM*
25	Cc1noc(C)c1C(=O)Nc1sc2c(c1C(N)=O)CCC2	-27%	1%	9	-16%	-11%	-2%
26	O=C(O)Cn1nnnc1SCC(=O)Nc1ccc(OC(F)(F)F)cc1	2%	10%	-6	-2%	-7%	13%
27	Nn1c(SCC(=O)NCCC2=CCCCC2)nnc1C1CCCCC1	-5%	0%	-1	?	-5%	3%
28	CCCCn1cc(S(=O)(=O)c2cccc(C)c2)c(=O)c2cc(F)c(N3CCOCC3)cc21	-2%	nt	17	7%	nt	nt
29	C/C(=N\NC(=O)C1CC1(C)c1ccccc1)c1ccco1 (configuration not stated)	5%	-5%	-27	10%	-20%	-25%
30	Cn1c(=O)n(C)c2cc(NC(=O)c3cc4ccccc4o3)ccc21	8%	-17%	15	?	48%	?
31	N#Cc1cncc(C#Cc2ccccc2)c1	3%	-2%	?	6%	-8%	2%
32	O=C(O)c1c(NC(=O)c2cccc3ccccc23)sc2c1CCC2	-9%	-3%	-9	-5%	-31%	18%
33	Cc1ccc(N2C(=O)CSC23C(=O)N(CC(=O)Nc2ccc(C)cc2C)c2ccccc23)cc1 (configuration not stated)	-4%	nt	-6	0%	nt	nt
34	O=C(CS(=O)(=O)c1cn(Cc2ccc(F)cc2)c2ccccc12)N1CCOCC1	-1%	1%	-12	-3%	48%	-1%
35	Cc1noc(C)c1CSCC(=O)NCCN1C(=O)S/C(=C\c2ccccc2F)C1=O	-4%	nt	?	0%	3%	?
36	CC(C)C(=O)NC(NC(=S)Nc1cccc2cccnc12)C(Cl)(Cl)Cl (configuration not stated)	-1%	nt	-9	-3%	10µM*	?
37	Cc1cccc(C)c1NC(=O)C(=O)NCCc1c[nH]c2ccccc12	-1%	-5%	-13	2%	-22%	?
38	Cc1[nH]n(-c2ccccc2)c(=O)c1N=Nc1nccs1	0%	-11%	-96*	-2%	-21%	?
39	Cc1ccc(C(=O)OC(C(=O)Nc2ccc(Cl)cc2C(F)(F)F)c2ccccc2)cc1 (configuration not stated)	-8%	0%	-22	-2%	-37%	-2%
40	COc1cccc(CNC(=O)c2ccc(S(=O)(=O)N3CCCC3)cc2)c1	-3%	5%	16	-5%	-28%	-10%
41	CC1(C)Cc2c(sc3nc(-c4ccccc4)n(N)c(=O)c23)CO1	1%	nt	24	-16%	-20%	14%
42	Cc1cc(C)cc(NC(=O)COC(=O)CN=C2NS(=O)(=O)c3ccccc32)c1	-3%	1%	-33	3%	-22%	-4%
43	O=C(COc1ccccc1)NC1CCN(Cc2ccccc2)CC1	-4%	2%	26	-16%	-5%	7%
44	OC(c1cccc(Cl)c1)c1nccc2ccccc12 (configuration not stated)	-15%	-33%	-1	-11%	-10%	-1%
45	CN(C)C=Nc1ccc(Cl)c(Cl)c1	-1%	-13%	-15	-4%	-7%	-10%
46	CSC(=S)N/N=C(\C)c1ccc(Br)cc1	0%	4%	?	2%	-31%	?
47	COc1ccc(O)c(/C=N/NC(=S)Nc2cccnc2)c1	0%	17%	0	-15%	-39%	?
48	CCc1ccc(C(=O)COC(=O)c2cccc(N3C(=O)c4c(C)nc5ccccc5c4C3=O)c2)cc1	-10%	nt	-6	-6%	-35%	-18%
49	CCc1ccc(CN(Cc2ccco2)C(=O)c2ccc(OC)cc2)cc1	4%	nt	23	21%	nt	nt
50	CCn1cc(C(=O)OCC(=O)Nc2cccc(Cl)c2C)c(=O)c2ccc(C)nc21	8%	nt	-12	23%	nt	nt
51	Cc1cccn2c(=O)c3c(nc12)N1CCCCC1C1(C3)C(=O)N(C)C(=O)N(C)C1=O (configuration not stated)	-1%	0%	13	4%	-12%	5%
52	O=C(Cc1ccc(Cl)cc1)N/N=C/c1ccncc1	nt	-1%	-14	2%	-19%	-12%
53	CCCN(c1ccc(C(C)C)cc1)S(=O)(=O)c1ccc2c(c1)oc(=O)n2CC(=O)OCC	9%	nt	-9	-3%	nt	nt
54	Cc1[nH]c2ccccc2c1C(=O)CSc1nncn1C	-14%	-8%	4	-6%	-17%	3%
55	CCc1nn(CC(=O)NCCc2ccc(SC)cc2)c(=O)c2cc3sccc3n12	-11%	nt	-8	13%	nt	nt
56	CCN(CCCNC(=O)CCNC(=O)Cn1ccc2ccccc2c1=O)c1ccccc1	5%	-4%	?	?	91%[activator]	4%
57	CC1CC(C)CN(CCCNC(=O)C2CCC(=O)N2C2CCCC2)C1 (configuration not stated)	8%	3%	8	4%	-7%	15%
58	O=[N+]([O-])c1ccccc1CSc1nnc2ccccn12	2%	0%	53	2%	-15%	0%
59	CCOc1ccc(OCC)c(NC(=O)C2CCCN(S(=O)(=O)c3c(C)n[nH]c3C)C2)c1 (configuration not stated)	2%	-21%	27	-12%	85%[activator]	?
60	Cc1ccccc1Cn1nc(C)c(NC(=O)C2(C)CC2(Cl)Cl)c1C (configuration not stated)	-5%	4%	-27	-5%	-22%	10%
61	CCCSc1nnc2c(n1)OC(c1ccc(Br)s1)Nc1ccccc1-2 (configuration not stated)	-29%	nt	53	2%	nt	nt
62	COc1cc(C)nc(N2CCC(C(=O)NCC3CCCO3)CC2)n1 (configuration not stated)	-2%	nt	-10	-14%	-2%	6%
63	CC(NC(=O)COC(=O)C1=COCCO1)C12CC3CC(CC(C3)C1)C2 (configuration not stated)	-11%	4%	-21	-8%	32%	-9%

Grouped by structure, those above containing an aryl thioether with sulfur outside any ring (nine)
no.	mol	Sm TGR inh	Giardia FBPA inh	HCMV inh	AmpC detergent	AmpC no deterg	HCV inhibitor
1	Cc1cccc(-c2nnc(SCC#N)n2-c2ccccc2)c1	-34%	-3%	-9	-20%	-10%	-5%
6	CC(C)(C)NC(=O)Nc1nnc(SCC(=O)NC2CCCCC2)s1	5%	nt	22	4%	-8%	17%
16	c1ccc2c(c1)ccc1nnc(SCc3ccc4c(c3)OCCO4)n12	1%	-4%	36	-14%	15%	-17%
26	O=C(O)Cn1nnnc1SCC(=O)Nc1ccc(OC(F)(F)F)cc1	2%	10%	-6	-2%	-7%	13%
27	Nn1c(SCC(=O)NCCC2=CCCCC2)nnc1C1CCCCC1	-5%	0%	-1	?	-5%	3%
54	Cc1[nH]c2ccccc2c1C(=O)CSc1nncn1C	-14%	-8%	4	-6%	-17%	3%
55	CCc1nn(CC(=O)NCCc2ccc(SC)cc2)c(=O)c2cc3sccc3n12	-11%	nt	-8	13%	nt	nt
58	O=[N+]([O-])c1ccccc1CSc1nnc2ccccn12	2%	0%	53	2%	-15%	0%
61	CCCSc1nnc2c(n1)OC(c1ccc(Br)s1)Nc1ccccc1-2 (configuration not stated)	-29%	nt	53	2%	nt	nt

High-throughput results: PubChem, National Center for Advancing Translational Sciences (NCATS)

Rows are unselected; any-hit rate near 9.9%.
